Source: PubChem BioAssay
D1 antag: Antagonist of Human D 1 Dopamine Receptor: qHTS; actives 3.2% (n = 360,000); HEK293 TREx D1 cells, calcium flux, dopamine EC80; stronger effect = lower value; activity change, negative = inhibition, % at 10 µM; in the data active means activity change below about -30%; further: on the % scale 0 is the no-effect control and ±100 the full control effect
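Compound effects on dopamine-evoked calcium signalling were measured in tetracycline-induced HEK293 Trex D1 cells. Dopamine at EC80 followed a 180 s compound pre-read, and fluorescence was tracked kinetically for 180 s more.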
RXFP1 agonist: qHTS Assay for Agonists of the Relaxin Receptor RXFP1; HEK293T-RXFP1 cAMP TR-FRET, 30 min; response scale: percent of porcine relaxin response, buffer zero; Potency, µM (highest dose often 57.5 µM), for the others: at the top dose activation, hits mostly activators; actives 0.3% (n = 370,000); AID 2676, 2010; further: potency means the concentration at half of the fitted maximal effect; on the % scale 0 is the no-effect control and ±100 the full control effect; nearly all actives have a fitted effect of over 60% in size; many of its hits are not listed in these tables
Target sequence (Q9HBX9 whole entry, looked up): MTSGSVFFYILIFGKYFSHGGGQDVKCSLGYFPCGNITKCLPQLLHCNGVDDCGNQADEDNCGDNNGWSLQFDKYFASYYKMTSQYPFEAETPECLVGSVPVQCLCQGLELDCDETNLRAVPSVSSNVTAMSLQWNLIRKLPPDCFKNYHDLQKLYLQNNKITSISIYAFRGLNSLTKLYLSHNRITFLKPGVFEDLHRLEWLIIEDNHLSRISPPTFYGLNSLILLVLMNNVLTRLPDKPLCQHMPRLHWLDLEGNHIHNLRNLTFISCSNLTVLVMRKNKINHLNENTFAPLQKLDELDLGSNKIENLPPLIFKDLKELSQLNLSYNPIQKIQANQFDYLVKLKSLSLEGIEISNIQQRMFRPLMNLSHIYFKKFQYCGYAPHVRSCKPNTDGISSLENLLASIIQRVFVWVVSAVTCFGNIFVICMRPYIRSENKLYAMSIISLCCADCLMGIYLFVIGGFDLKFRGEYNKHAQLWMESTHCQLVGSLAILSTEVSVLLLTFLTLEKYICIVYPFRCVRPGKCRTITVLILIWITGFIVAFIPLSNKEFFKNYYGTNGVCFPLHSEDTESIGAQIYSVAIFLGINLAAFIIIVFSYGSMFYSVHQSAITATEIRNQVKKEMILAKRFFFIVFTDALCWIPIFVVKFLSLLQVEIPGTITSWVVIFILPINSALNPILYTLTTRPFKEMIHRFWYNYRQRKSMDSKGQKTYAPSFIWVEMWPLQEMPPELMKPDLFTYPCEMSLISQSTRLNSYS
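HEK293 cells stably expressing RXFP1, treated 30 min at 37C with compounds plus PDE4 inhibitor Ro 20174; cAMP measured by HTRF TR-FRET. Normalized to buffer and 29 nM porcine relaxin; EC50 by Hill fit.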
Vif-A3F inh: qHTS for Inhibitors of Vif-A3F Interactions: qHTS. HeLa A3F-eYFP + Vif (tagged APOBEC3F with the HIV-1 protein that degrades it), YFP fluorescence increase. Potency, µM (titrated, usually from 46.1 µM), for inactives: at the top dose activity, negative = active. actives 0.2% (n = 390,000). AID 602313, 2012; further: potency means the concentration at half of the fitted maximal effect; % of control where 0% means no effect; nearly all actives have a fitted effect of over 65% in size
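HeLa cells stably expressing A3F-eYFP plus Vif, plated and incubated overnight at 37 deg C, then exposed to compounds overnight at 37 deg C. Blocked degradation read as raised yellow fluorescence (Ex 488/Em 500-530).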
Vif-A3G inh: qHTS for Inhibitors of Vif-A3G Interactions: qHTS; Potency, µM (series often up to 46.1 µM), for the others: top-dose activity, negative = active, most hits filed as inhibitors; actives 0.076% (n = 410,000); HeLa A3G-eYFP + Vif (tagged APOBEC3G with the HIV-1 protein that degrades it), YFP fluorescence, overnight; DNA dC->dU-editing enzyme APOBEC-3G (Homo sapiens), Q9HC16;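 further: potency means the concentration at half of the fitted maximal effect; on the % scale 0 is the no-effect control and ±100 the full control effect; nearly all actives have a fitted effect of over 60% in size; hits raise eYFP signal because A3G escapes Vif-driven loss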
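HeLa cells stably expressing Vif and C-terminally eYFP-tagged A3G, seeded overnight at 37 deg C, then exposed to compound by pintool overnight at 37 deg C. Rise in yellow fluorescence (Ex 488/Em 500-530, Acumen) marks blocked Vif-driven A3G degradation.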
D1 potentiator: Potentiators of Human D1 Dopamine Receptor: qHTS; potentiation, % at 10 µM; HEK293 TREx D1 cells, calcium flux, dopamine EC20 potentiation; AID 504651, 2011; actives 0.036% (n = 360,000); in the data active means potentiation above about 30%; further: 0% is about no effect
D1 ag: Allosteric Agonists of the Human D1 Dopamine Receptor: qHTS; HEK293 T-REx D1 cells, calcium flux, agonist mode; activation, % at 2 µM; actives 1% (n = 360,000); AID 504660, 2011; in the data active means activation above about 30%; further: 0% is about no effect
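Inducible HEK293 T-REx D1 cells, force-coupled to calcium signalling, were plated at 4000 cells/well with tetracycline and held overnight at 30 C. After no-wash calcium dye loading, compound-evoked calcium rise over 180 s flagged agonists.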
D2 potentiator: HTS Assay for Positive Allosteric Modulators of the Human D2 Dopamine Receptor: Primary Screen for Potentiators; D(2) dopamine receptor (Homo sapiens), P14416; HEK293 T-REx D2, calcium flux, EC20 dopamine potentiation; actives 0.34% (n = 340,000); potentiation, % at 10 µM;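 active means potentiation over 3 SD above the plate norm, cut at about 30% in these data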; further: 0% is about no effect
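Cells plated with tetracycline inducer and held overnight at 30 C; calcium dye loaded 30–90 min at room temperature; baseline taken, compound added and read 180 s; EC20 dopamine then added and read 180 s.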
GRP78 ERSR act: qHTS for Inducers of the Endoplasmic Reticulum Stress Response (ERSR) in Human Glioma: qHTS. U87-MG GRP78 promoter luciferase reporter, 16 h. Potency, µM, inactives show top-dose activation, usual class: activators. actives 0.02% (n = 420,000). AID 602332, 2012; further: potency means the concentration at half of the fitted maximal effect; series mostly up to about 76 µM; % of control where 0% means no effect; nearly all actives have a fitted effect of over 35% in size
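Stably transfected U87-MG glioma cells carrying a GRP78-based luciferase sensor; 16 h compound incubation. Luminescence end-point read 10 min after Bright-Glo addition at room temperature.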
LDHA block: qHTS assay for inhibitors of human lactate dehydrogenase; L-lactate dehydrogenase A chain (Homo sapiens), P00338; purified LDHA, NADH/diaphorase-resazurin fluorescence; stronger effect = lower value; activity change, % (values are at about 110 or 230 µM); actives 0.15% (n = 480,000); AID 1347041, 2019; in the data active means activity change below about -30%;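 further: plate controls were DMSO wells for no effect and wells without enzyme for full effect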
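Remaining NADH was detected by diaphorase (0.133 mg/mL) converting 37 µM resazurin to fluorescent resorufin, read at 0 and 20 minutes. The preceding 5-minute room-temperature reaction used 2 nM LDHA, 0.2 mM sodium pyruvate and 0.06 mM NADH at pH 7.4.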
An asterisk follows results filed as active. Unless noted, the call rests on the fitted dose curve; in most records, active means well fitted curve in the direction sought with a large enough effect; inconclusive means small, poorly fitted or top-dose-only effect, or another doubt; inactive means no such curve, though single readings can be large; an effect the other way counts as inactive or inconclusive. Some of the compounds tested; count on the stated rates, not on these rows.

CC(=O)Nc1cc(C(F)(F)F)ccc1Oc1cccc(Br)c1 was read as D1 antag -5, RXFP1 agonist 0.1%, Vif-A3G inh -14%, D1 potentiator -12, D1 ag 30*, D2 potentiator 2, GRP78 ERSR act -8% and LDHA block 0.
`COc1ccc(C(=O)/C=C/C(=O)N(CC(=O)NC2CCCCC2)Cc2ccccc2)c(O)c1` gave D1 antag -18, RXFP1 agonist -1.4%, Vif-A3F inh -23%, Vif-A3G inh 2%, D1 potentiator -2, D1 ag 0, D2 potentiator -4, GRP78 ERSR act 5% and LDHA block 3.
Cc1ccc(CS(=O)(=O)CCC(=O)NCc2cccs2)cc1 was read as D1 antag -32*, RXFP1 agonist -4.0%, Vif-A3F inh -8%, Vif-A3G inh -4%, D1 potentiator -8, D1 ag -1, D2 potentiator 9, GRP78 ERSR act 0% and LDHA block -6.
For O=C(CC(c1cccs1)N1Cc2ccccc2C1=O)Nc1cccc(F)c1 (centres undefined) the results were D1 antag -8, RXFP1 agonist -0.3%, Vif-A3F inh -20%, Vif-A3G inh -4%, D1 potentiator -3, D1 ag 5, D2 potentiator 7, GRP78 ERSR act -3% and LDHA block -4.
O=C(COC(=O)c1cc[n+]([O-])cc1)Nc1ccccc1Sc1ccccc1 was read as D1 antag -16, RXFP1 agonist 1.8%, Vif-A3F inh 8%, Vif-A3G inh 0%, D1 potentiator -2, D1 ag 2, D2 potentiator -4, GRP78 ERSR act -3% and LDHA block -1.
Cn1cc(CN(C(=O)Nc2ccccc2)C2CCCCC2)c2ccccc21 was read as D1 antag 10, RXFP1 agonist 0.7%, Vif-A3F inh 0%, Vif-A3G inh -7%, D1 potentiator 0, D1 ag -1, D2 potentiator -5, GRP78 ERSR act -4% and LDHA block -3.
For Cc1ccc(NC(=O)c2ncn(CCCNCCCN3CCCC3=O)n2)cc1C the results were Vif-A3F inh -7%, Vif-A3G inh 1%, GRP78 ERSR act 0% and LDHA block 1.
For Cn1nc(C(=O)Nc2nc3ccccc3[nH]2)c2ccccc2c1=O the results were D1 antag 23, RXFP1 agonist 1.2%, Vif-A3F inh -17%, Vif-A3G inh -5%, D1 potentiator -9, D1 ag 1, D2 potentiator 0, GRP78 ERSR act 5% and LDHA block 4.
Cc1sc(NC(=O)C2=COCCO2)nc1-c1ccc(F)cc1 was read as D1 antag -1, RXFP1 agonist 0.1%, Vif-A3F inh 7%, Vif-A3G inh 0%, D1 potentiator -5, D1 ag 1, D2 potentiator -10, GRP78 ERSR act 1% and LDHA block -2.
For CCOP(=O)(c1ccccc1Cl)C1(O)CCCCC1 (centres undefined) the results were D1 antag 8, RXFP1 agonist 0.4%, Vif-A3F inh 1%, Vif-A3G inh -4%, D1 potentiator -1, D1 ag 1, D2 potentiator 8, GRP78 ERSR act -1% and LDHA block 1.
O=C(/C=C/c1ccccc1)N/C(=C/c1ccccc1)C(=O)N1CCCCC1 was read as D1 antag 5, RXFP1 agonist 0.2%, Vif-A3F inh -4%, Vif-A3G inh -4%, D1 potentiator -2, D1 ag 0, D2 potentiator 4, GRP78 ERSR act -5% and LDHA block -3.
For Cc1cccc(NC(=O)N2CCc3c(sc4c3CCCC4)C2c2ccc(F)cc2)c1 (centres undefined) the results were D1 antag -3, RXFP1 agonist -0.2%, Vif-A3F inh 2%, Vif-A3G inh 1%, D1 potentiator -1, D1 ag 1, D2 potentiator -8, GRP78 ERSR act 0% and LDHA block -14.
`O=C(Cn1c(=O)oc2ccc(Cl)cc21)NC1CCCCC1` gave D1 antag 14, RXFP1 agonist -1.2%, Vif-A3F inh 0%, Vif-A3G inh 1%, D1 potentiator 1, D1 ag 3, D2 potentiator -1, GRP78 ERSR act 0% and LDHA block -1.
C=CCc1cc(/C=N\NC(=O)CSc2nnc(CCCc3ccc(OC)c(C)c3)o2)cc(OC)c1O was read as D1 antag -14, RXFP1 agonist 2.5%, Vif-A3F inh -1%, Vif-A3G inh 1%, D1 potentiator 5, D1 ag 1, D2 potentiator -6, GRP78 ERSR act -3% and LDHA block -7.
Cc1coc2c(C)c3oc(=O)c(CCC(=O)NCCCN4CCOCC4)c(C)c3cc12 was read as D1 antag -2, RXFP1 agonist 2.8%, Vif-A3F inh 2%, Vif-A3G inh -1%, D1 potentiator -1, D1 ag 1, D2 potentiator 3, GRP78 ERSR act -2% and LDHA block 4.
CSCc1cc(N(C)c2ccccc2)nc(-c2ccccn2)n1 was read as D1 antag -3, RXFP1 agonist 2.7%, Vif-A3F inh 2%, Vif-A3G inh 0%, D1 potentiator -5, D1 ag 2, D2 potentiator 2, GRP78 ERSR act -4% and LDHA block 3.
For NC(=O)c1ccsc1NC(=O)C1CC1 the results were D1 antag 2, RXFP1 agonist -0.2%, Vif-A3F inh -1%, Vif-A3G inh 0%, D1 potentiator -10, D1 ag -1, D2 potentiator -3, GRP78 ERSR act -1% and LDHA block -5.
Screening Cc1cc(NC(=O)CSc2nc(N)c(NC(=O)c3ccc(F)c(F)c3)c(=O)[nH]2)no1 returned D1 antag 8, RXFP1 agonist -0.1%, Vif-A3F inh -14%, Vif-A3G inh 5%, D1 potentiator -6, D1 ag 5, D2 potentiator 7, GRP78 ERSR act -6% and LDHA block -9.
Screening O=C(Nc1ncc(Cc2ccccc2)s1)C1COc2ccccc2O1 (centres undefined) returned D1 antag 11, RXFP1 agonist 1.6%, Vif-A3F inh -5%, Vif-A3G inh 0%, D1 potentiator -10, D1 ag 7, D2 potentiator -3, GRP78 ERSR act 4% and LDHA block -4.
For O=C(Nc1ccccc1)c1nc[nH]c1C(=O)NCCCCCCNC(=O)c1[nH]cnc1C(=O)Nc1ccccc1 the results were Vif-A3F inh -2%, Vif-A3G inh 1%, GRP78 ERSR act -3% and LDHA block 0.
For Oc1[nH]c2ccccc2c1N=Nc1c(F)c(F)c(Cl)c(F)c1F the results were D1 antag 5, RXFP1 agonist 0.0%, Vif-A3F inh -15%, Vif-A3G inh -3%, D1 potentiator -11, D1 ag 5, D2 potentiator -4, GRP78 ERSR act -1% and LDHA block -3.
`CN1C(=O)/C(=C2\SC(N3CCCCCC3)=NC2=O)c2ccccc21` gave D1 antag 10, RXFP1 agonist -0.7%, Vif-A3F inh -2%, Vif-A3G inh -1%, D1 potentiator -3, D1 ag 1, D2 potentiator 0, GRP78 ERSR act 9% and LDHA block -5.
Screening Cc1cccc(-n2c(SCC(=O)N3CCC(C(=O)O)CC3)nc3ccccc3c2=O)c1C returned D1 antag 2, RXFP1 agonist -2.8%, Vif-A3F inh -3%, Vif-A3G inh 0%, D1 potentiator 0, D1 ag 3, D2 potentiator -5, GRP78 ERSR act -2% and LDHA block -8.
For CS(=O)(=O)N(CC(N)=O)Cc1ccc(Cl)cc1 the results were D1 antag -1, RXFP1 agonist 0.7%, Vif-A3F inh -7%, Vif-A3G inh 0%, D1 potentiator 1, D1 ag 1, D2 potentiator -15, GRP78 ERSR act -2% and LDHA block -2.
COc1ccc(/C(C)=N/NC(=O)c2nnn(-c3nonc3N)c2-c2cccs2)cc1OC was read as D1 antag -24, RXFP1 agonist 5.1%, Vif-A3F inh -28%, Vif-A3G inh 0%, D1 potentiator -1, D1 ag 2, D2 potentiator 13, GRP78 ERSR act -3% and LDHA block -2.
COC(=O)C1=CN(Cc2cccs2)C=C(C(=O)OC)C1c1ccc(OC)cc1OC was read as D1 antag -1, RXFP1 agonist 3.1%, Vif-A3F inh -5%, Vif-A3G inh -3%, D1 potentiator 3, D1 ag 4, D2 potentiator -3, GRP78 ERSR act -3% and LDHA block 0.
For CC(C)c1ccc(CNNC(=O)c2ccccc2)cc1 the results were D1 antag -12, RXFP1 agonist -0.2%, Vif-A3F inh 2%, Vif-A3G inh -7%, D1 potentiator -5, D1 ag 2, D2 potentiator 22, GRP78 ERSR act 2% and LDHA block 0.
CC(=O)c1cccc(NC(=O)C(C)N2CCc3ccccc3C2)c1 (centres undefined) was read as D1 antag -8, RXFP1 agonist 3.0%, Vif-A3F inh 4%, Vif-A3G inh 4%, D1 potentiator -3, D1 ag 2, D2 potentiator 8, GRP78 ERSR act -3% and LDHA block -7.
`COc1ccc(OC)c(NC(=S)N2c3ccccc3CC2C)c1` (centres undefined) gave D1 antag -3, RXFP1 agonist 1.8%, Vif-A3F inh -7%, Vif-A3G inh 5%, D1 potentiator -7, D1 ag 1, D2 potentiator 9, GRP78 ERSR act -1% and LDHA block 7.
`Cc1noc(C)c1NC(=O)N(C)C[C@H]1Oc2ccc(NS(=O)(=O)c3c(C)noc3C)cc2C(=O)N([C@H](C)CO)C[C@@H]1C` gave Vif-A3F inh -6%, Vif-A3G inh 0%, GRP78 ERSR act -5% and LDHA block -6.
Cc1[nH]c(=O)[nH]c(=O)c1S(=O)(=O)N1CCCC(C(=O)NCCc2ccc(Cl)cc2)C1 (centres undefined) was read as D1 antag -35*, RXFP1 agonist 0.6%, Vif-A3F inh -5%, Vif-A3G inh 0%, D1 potentiator -10, D1 ag -3, D2 potentiator -17, GRP78 ERSR act -4% and LDHA block -10.
Cc1noc(C)c1C(=O)N1CCc2ccccc21 was read as D1 antag -9, RXFP1 agonist 0.9%, Vif-A3F inh -1%, Vif-A3G inh -6%, D1 potentiator 8, D1 ag 1, D2 potentiator 2, GRP78 ERSR act -1% and LDHA block -2.
For CCc1ccc(S(=O)(=O)N2CCCC(N3CCN(c4ccc(OC)cc4)CC3)C2)cc1 (centres undefined) the results were D1 antag -3, RXFP1 agonist 0.7%, Vif-A3F inh 3%, Vif-A3G inh -2%, D1 potentiator -6, D1 ag 0, D2 potentiator -3, GRP78 ERSR act -1% and LDHA block 3.
